Compound activity: PubChem, NCI
Growth percent in the NCI-60 one-dose screen (48 h, 10 µM unless noted): 100 = growth as untreated, 0 = no growth, -100 = all killed.
SW-620 = SW-620 colon cancer. 82,000 tested, 5.2% active
HCT-15 = HCT-15 colon cancer; 82,000 tested, 5.2% active
HCT-116 = HCT-116 colon cancer; 82,000 tested, 7.3% active; AID 1794798
COLO 205 = COLO 205 colon cancer; 79,000 tested, 7.3% active
NCI-H322M = NCI-H322M lung cancer. AID 1794733. 80,000 tested, 2.7% active
HT29 = HT29 colon cancer; 81,000 tested, 7.4% active
KM12 = KM12 colon cancer cells; 82,000 tested, 5% active
NCI-H226 = NCI-H226 lung cancer. AID 1794732. 79,000 tested, 3.5% active
NCI-H460 = NCI-H460 lung cancer; 82,000 tested, 6.8% active
Active calls of the source: *; / = no result given; & = joins results of further samples. The calls were made as follows: active = growth percent below 10; inactive = the rest.

Key to letters: A = SW-620; B = HCT-15; C = HCT-116; D = COLO 205; E = NCI-H322M; F = HT29; G = KM12; H = NCI-H226; I = NCI-H460
> O=C1C2=C(C(=O)N1O)c1cn(c3ccccc13)CCCCCCn1cc2c2ccccc21
  A: 99	B: 108	C: 115	D: 110	E: 108	F: 121	G: 107	H: 101	I: 100

> C/C=C(\C)C(=O)N/N=C\c1cc(Cl)cc(Cl)c1O
  A: 112	B: 104	C: 100	D: 113	E: 115	F: /	G: 106	H: 96	I: 111

> COc1ccc(/C=c2\c(=O)n(-c3ccccc3)c3nnc(-n4nc(SC)nc4N)n23)cc1
  A: 107	B: 112	C: 112	D: 115	E: 101	F: 104	G: 107	H: 87	I: 109

> COc1ccc(/C=C(\c2cc(OC)c(OC)c(OC)c2)c2nnc(-c3ccc(Br)cc3)o2)cc1
  A: 101	B: 80	C: /	D: 99	E: 75	F: 98	G: 101	H: 93	I: 102

> Cc1cnc(-c2ccc(-c3ccc(NC(=O)Nc4c(F)cc(F)cc4F)cc3F)c3c2C(=O)NC3)[nH]1
  A: 10	B: 49	C: 14	D: 20	E: 43	F: 27	G: 12	H: 66	I: -29*

> CC1(C)CC(Cc2ccccc2)C(=O)c2ccccc21 (stereo not drawn)
  A: 107	B: 91	C: 88	D: 102	E: 95	F: 96	G: 110	H: 96	I: 109

> CC(C)Oc1ccc(C(=O)O)cc1
  A: 98&100	B: 108&101	C: 108&100	D: 104&114	E: 87&98	F: 113&106	G: 104&110	H: 106&100	I: 107&113

> O=S(O)CO
  A: 100	B: 103	C: 99	D: 108	E: 89	F: 106	G: 104	H: /	I: 103

> CC(C)CCc1nc2ccc(NCc3ccc(OCCN4CCCCCC4)cc3)cc2[nH]1
  A: 85	B: 68	C: 65	D: 82	E: 100	F: 31	G: 94	H: 73	I: 97

> O=C(c1ccc(Cl)cc1)C(F)(Cl)Cl
  A: 100	B: 107	C: 109	D: 116	E: 105	F: 100	G: 104	H: 94	I: 104

> COc1ccc(/C=N/NC(=O)CSc2nc(-c3cnccn3)cc(-c3cccs3)c2C#N)cc1
  A: 93	B: 87	C: 22	D: 68	E: 84	F: 8.9*	G: 65	H: 75	I: 37

> CCOP(=O)(OCC)c1nc(-c2ccccc2)oc1NCc1ccc2c(c1)OCO2
  A: 105	B: 105	C: 101	D: 117	E: 104	F: 104	G: 106	H: 99	I: 106

> Clc1cc(Cl)cc(Nc2ccc3cc(OCCCN4CCOCC4)ccc3n2)c1
  A: -8.8*	B: 7.2*	C: 20	D: -51*	E: 59	F: -39*	G: 8.6*	H: 69	I: 17

> O=C1/C(=C/c2cccs2)SC(=S)N1N1CCOCC1
  A: 100	B: 98	C: 98	D: 95	E: 96	F: 98	G: 101	H: 97	I: 104

> c1ccc(SCSc2ccccc2)cc1
  A: 99	B: 99	C: 103	D: 114	E: 106	F: 100	G: 108	H: 102	I: 107

Continuation.
Key to letters: A = SW-620; B = HCT-15; C = HCT-116; D = COLO 205; E = NCI-H322M; F = HT29; G = KM12; H = NCI-H226; I = NCI-H460
> COc1cc(/C(C)=C(\c2ccc(Cl)cc2)c2ccc(OCCN3CCCC3)cc2)ccc1F
  A: 43	B: 7.9*	C: 39	D: 16	E: 71	F: 8.9*	G: 37	H: 88	I: 6.0*

> Clc1ccc2nc(CI)c(CI)nc2c1
  A: 25	B: 27	C: 11	D: 0.0*	E: 84	F: 100	G: 101	H: 56	I: 118

> NS(=O)(=O)c1cnccc1Sc1ccncc1S(N)(=O)=O
  A: 113	B: 102	C: 106	D: 99	E: 124	F: 113	G: 108	H: 95	I: 108

> COc1ccc(C(=O)N/N=C2\c3ccccc3-c3cccc(C(=O)O)c32)cc1
  A: 94	B: 103	C: 104	D: 119	E: 91	F: 109	G: 105	H: 92	I: 100

> NCCCCC1(CCCCN)OCCO1
  A: 103	B: 104	C: 108	D: 115	E: 103	F: 92	G: 106	H: 108	I: 105

> CCSc1ncnc2nc(SC)[nH]c12
  A: 102	B: 95	C: 104	D: 113	E: 113	F: 104	G: 94	H: 95	I: 104

> NC(=O)N1CCN(c2ccccc2)CC1
  A: 106	B: 99	C: 88	D: 129	E: 92	F: 101	G: 118	H: 94	I: 101

> N=c1ccc2nc3c(cc(N)c4ccccc43)oc-2c1
  A: -80*	B: -70*	C: -96*	D: -100*	E: -34*	F: -63*	G: -95*	H: -61*	I: -77*

> c1ccc2c([C@H]3C[C@H](c4c[nH]c5ccccc45)c4[nH]c5ccccc5c43)c[nH]c2c1
  A: 99	B: 91	C: 94	D: 101	E: 83	F: 106	G: 85	H: 87	I: 97

> CCCCC/C=C\C/C=C\CCCCCCCC(=O)OCC
  A: 104	B: 103	C: 98	D: 136	E: 97	F: 107	G: 104	H: 108	I: 106

> CC(C)Sc1nc(-c2ccc(Cl)cc2)c(C#N)c(=O)[nH]1
  A: 103	B: 100	C: 102	D: 125	E: 101	F: 118	G: 104	H: 96	I: 109

> C[C@]12CC[C@@H]3c4cc(OC(F)F)c(OS(N)(=O)=O)cc4CC[C@H]3[C@@H]1CC[C@@H]2OS(N)(=O)=O
  A: 22	B: 20	C: 20	D: 116	E: 66	F: 106	G: 36	H: 93	I: 15

> O=C1C2C3C=CC(C3)C2C(=O)N1CCO (stereo not drawn)
  A: 100	B: 107	C: 98	D: 105	E: 91	F: 105	G: 103	H: 99	I: 99

> c1ccc2c(c1)Sc1ccccc1C2NCN1CCOCC1
  A: 95	B: 91	C: 96	D: 110	E: 111	F: 85	G: 96	H: 90	I: 98

> COc1cc2c(=O)[nH]c3cc([N+](=O)[O-])ccc3c2cc1[N+](=O)[O-]
  A: 35	B: 46	C: 21	D: 57	E: 61	F: 31	G: 53	H: 45	I: 14

The results go on:
mol,SW-620,HCT-15,HCT-116,COLO 205,NCI-H322M,HT29,KM12,NCI-H226,NCI-H460
COc1ccc(-c2cc(=O)c3ccc(O)cc3o2)cc1,94,87,100,162,115,105,113,90,101
O[C@@H](c1cc(C(F)(F)F)nc2c(C(F)(F)F)cccc12)[C@H]1CCCCN1,74,77,36,68,72,54,50,95,36
OC1(c2ccccc2)CN(Cc2ccccc2)CCO1 (stereo not drawn),100,98,101,112,103,107,116,93,101
CCCC(C)(CC)C(=O)O (stereo not drawn),106,103,102,103,96,104,107,98,104
COc1ccc(-c2nnc(SCC(=O)Nc3ccc(C(=O)/C=C/c4cc(OC)c(OC)c(OC)c4)cc3)o2)cc1OC,99,70,66,100,89,94,86,100,94
Nc1nc(Cl)c(C=O)c(N2CCOCC2)n1,105,108,98,135,102,110,96,109,111
O=C(c1ccccc1)C(C(c1ccccc1)N1CCOCC1)N1CCCCC1 (stereo not drawn),103,110,112,118,112,118,106,98,105
Cc1ccc(N)nc1,108&105,101&113,100&103,102&123,96,98&104,102&104,98,106&106
CC1Cc2c(ncn3c(-c4ccc(F)cc4)nnc23)N(C)c2ccccc21 (stereo not drawn),36,72,86,44,2.2*,18,72,33,5.0*
COc1ccc2sc3c(NCCCN(C)C)nc4ccccc4c3c(=O)c2c1,-77*,50,-89*,-1.3*,80,-48*,-47*,82,-69*
CCCC(=O)Oc1ccc(/C(=C(\C)c2ccccc2)c2ccc(OCCCN(C)C)cc2)cc1,104,87,82,97,100,77,88,116,100
CCN(CC)C(=O)Oc1ccc2c(C)cc(=O)oc2c1,100,99,99,108,99,106,100,93,110

A draw from above in order of SMILES length, lowest first:
mol,SW-620,HCT-15,HCT-116,COLO 205,NCI-H322M,HT29,KM12,NCI-H226,NCI-H460
Cc1ccc(N)nc1,108&105,101&113,100&103,102&123,96,98&104,102&104,98,106&106
CCCC(C)(CC)C(=O)O (stereo not drawn),106,103,102,103,96,104,107,98,104
Nc1nc(Cl)c(C=O)c(N2CCOCC2)n1,105,108,98,135,102,110,96,109,111
OC1(c2ccccc2)CN(Cc2ccccc2)CCO1 (stereo not drawn),100,98,101,112,103,107,116,93,101
CCCCC/C=C\C/C=C\CCCCCCCC(=O)OCC,104,103,98,136,97,107,104,108,106
c1ccc2c(c1)Sc1ccccc1C2NCN1CCOCC1,95,91,96,110,111,85,96,90,98
COc1ccc(-c2cc(=O)c3ccc(O)cc3o2)cc1,94,87,100,162,115,105,113,90,101
CC(C)Sc1nc(-c2ccc(Cl)cc2)c(C#N)c(=O)[nH]1,103,100,102,125,101,118,104,96,109
O=C(c1ccccc1)C(C(c1ccccc1)N1CCOCC1)N1CCCCC1 (stereo not drawn),103,110,112,118,112,118,106,98,105
CC1Cc2c(ncn3c(-c4ccc(F)cc4)nnc23)N(C)c2ccccc21 (stereo not drawn),36,72,86,44,2.2*,18,72,33,5.0*
O[C@@H](c1cc(C(F)(F)F)nc2c(C(F)(F)F)cccc12)[C@H]1CCCCN1,74,77,36,68,72,54,50,95,36
CCCC(=O)Oc1ccc(/C(=C(\C)c2ccccc2)c2ccc(OCCCN(C)C)cc2)cc1,104,87,82,97,100,77,88,116,100
c1ccc2c([C@H]3C[C@H](c4c[nH]c5ccccc45)c4[nH]c5ccccc5c43)c[nH]c2c1,99,91,94,101,83,106,85,87,97
COc1ccc(-c2nnc(SCC(=O)Nc3ccc(C(=O)/C=C/c4cc(OC)c(OC)c(OC)c4)cc3)o2)cc1OC,99,70,66,100,89,94,86,100,94
C[C@]12CC[C@@H]3c4cc(OC(F)F)c(OS(N)(=O)=O)cc4CC[C@H]3[C@@H]1CC[C@@H]2OS(N)(=O)=O,22,20,20,116,66,106,36,93,15

Carrying on.
mol,SW-620,HCT-15,HCT-116,COLO 205,NCI-H322M,HT29,KM12,NCI-H226,NCI-H460
COC1/C=C/OC2(C)Oc3c(C)c(O)c4c(O)c(c(/C=N/Nc5ccc([N+](=O)[O-])cc5[N+](=O)[O-])c(O)c4c3C2=O)NC(=O)C(C)=C/C=C/C(C)C(O)C(C)C(O)C(C)C(OC(C)=O)C1C (stereo not drawn),-41*,42,-47*,25,94,-37*,9.9*,-57*,60
Oc1cccc(Nc2nccc(-c3ccc(Cl)cc3)n2)c1,91,68,70,104,77,109,76,87,83
CC(=O)OC1=C(Cl)CCc2ccccc21,95,103,89,100,113,108,110,91,93
CCOP(=O)(Cc1c(Cl)c(Cl)c(CP(=O)(OCC)OCC)c(Cl)c1Cl)OCC,104,104,96,104,98,119,106,102,105
CC1(C)CCC2(C(=O)O)CCC3(C)C(=CC[C@@H]4C5(C)CCC(=O)C(C)(C)[C@@H]5CCC43C)C2C1 (stereo partly drawn),91,53,63,88,98,90,75,80,61
Nc1cccnn1,102,108,102,107,99,108,107,107,100
CSc1ccc2c(c1)N(C(=O)/C(C#N)=C/C=C/c1ccccc1)c1ccccc1S2,73,57,70,111,88,86,85,86,80
COc1cc(C2CC(c3ccc(F)cc3)=Nc3c(N)nc(N)nc3N2)ccc1Oc1nc(NCCO)nc(N2CCOCC2)n1 (stereo not drawn),108,109,110,115,89,103,102,89,107
CC(=O)OCC1OC(OC(C)=O)C(NC(=O)OCc2ccccc2)C(OC(C)=O)C1OC(C)=O (stereo not drawn),102,98,87,118,107,110,103,81,98
CCCCCCCNc1nc(Cl)ncc1-c1ccc(C(F)(F)F)cc1,103,100,101,108,110,103,103,106,103
O=C(NCc1ccc(Cl)cc1Cl)C1CCC(=O)N1C(=O)NCc1ccc(Cl)c(Cl)c1 (stereo not drawn),107,94,94,106,107,97,99,101,114
OCCCOc1ccc(Cl)cc1Cl,100,103,84,123,97,101,99,85,103

Continued:
mol,SW-620,HCT-15,HCT-116,COLO 205,NCI-H322M,HT29,KM12,NCI-H226,NCI-H460
CCCCN(CCCC)S(=O)(=O)c1ccc(NC(=O)c2ccco2)cc1,83,99,67,60,90,70,67,/,93
COc1ccc(C2=Cc3[nH][nH]c(=O)c3C(c3ccc(OC)cc3)C2)cc1 (stereo not drawn),109,92,74,93,91,107,98,90,108
Cc1ccc(S(=O)(=O)Nc2cc(Cl)ccc2Cl)cc1,98,97,86,107,92,101,83,99,105
O=C1CCCCN1CCCCC#Cc1cccc(C#Cc2cnccn2)c1,89,94,99,87,112,113,103,83,107
